NS3 helicase inh = inhibitors of HCV NS3 helicase, primary screen, biochemical, Cy5 molecular beacon fluorescence | Hepatitis C virus NS3 helicase | NS3 helicase DNA unwinding | inhibition, % at 10.9 µM | hit rate 0.56% among 290,000;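 active means inhibition above the mean of all tested compounds plus 3 SD, set per campaign, cut at about 35% in these data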;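 further: 0% = DMSO wells and 100% = thioflavine S control wells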
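Assay system – hepatitis C virus NS3 helicase domain fragment enzyme · Buffer or medium – MOPS pH 6.5, MgCl2, DTT, Tween20, BSA · Reagent – Cy5/quencher beacon DNA duplex and ATP to start · Compound – single 10.9 µM dose · Timing – 1 h at 25 °C · Technique – Cy5 beacon fluorescence read at start and 1 h · Measure – % inhibition of unwinding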
GalR3 antagonist = GalR3 antagonists in HEK293 cells, primary screen, cell-based, fluorescence readout; Galanin receptor type 3 (Homo sapiens), O60755; HEK293 GalR3-CNG cAMP membrane potential fluorescence; galR3 body fused to GalR1 C-terminus; inhibition, % at 3 µM; hit rate 0.44% among 360,000;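 active means inhibition above the screen-wide average plus 3 SD, cut at about 13% in these data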;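 further: forskolin and galanin both at EC90 stimulate the cells; cAMP rise reported by CNG channel membrane potential dye signal; 0% = forskolin plus galanin with DMSO and 100% = forskolin alone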
DNA FID counter = compounds displacing fluorescent DNA intercalator, primary screen, artefact control for HCV NS3 helicase inhibitor project, biochemical, FID fluorescence; DNA fluorescent intercalator displacement; inhibition, % at 7.9 µM; hit rate 0.17% among 290,000; in the data active means inhibition above about 37%;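 further: 0% = vehicle and 100% = reference compound; higher means more ethidium bromide displaced from hairpin DNA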
VIM-2 inhibitor = VIM-2 metallo-beta-lactamase inhibitors, primary screen, biochemical, epi-absorbance readout, Pseudomonas aeruginosa enzyme; purified VIM-2, nitrocefin hydrolysis, epi-absorbance fluorescence; inhibition, % at 5.6 µM; hit rate 0.89% among 290,000;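 active means inhibition above the mean of all tested compounds plus 3 SD, cutoff set per screening run, cut at about 7.5% in these data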;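 further: red hydrolysis product quenches plate fluorescence so inhibitors raise well fluorescence; 0% = enzyme with DMSO and 100% = DMSO without enzyme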
IMP-1 inhibitor = IMP-1 metallo-beta-lactamase inhibitors, primary screen, biochemical, epi-absorbance readout, Pseudomonas aeruginosa enzyme; purified IMP-1, nitrocefin hydrolysis, epi-absorbance fluorescence; inhibition, % at 5.6 µM; hit rate 0.45% among 290,000; AID 1556, 2009; metallo-beta-lactamase IMP-1 (Pseudomonas aeruginosa);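 active means inhibition above the mean plus 3 SD of all compounds in the same screening run, cut at about 4.5% in these data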;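 further: 0% = IMP-1 with DMSO and 100% = DMSO wells lacking enzyme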
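System: Purified recombinant IMP-1 metallo-beta-lactamase enzyme | Measured by: Fluorescence quenching readout, ex 480/em 530 nm | Replication: Singlicate | Incubation: 15 min preincubation plus 25 min reaction at 25 °C | Evaluation: Percent inhibition from optical density relative to buffer-blank wells | Benchmarks: DMSO with and without IMP-1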
GPR7 antag = GPR7 receptor antagonists, primary screen, cell-based, fluorescence, single concentration; hit rate 1.1% among 290,000; GPR7-expressing cells, fluorescence antagonist assay; inhibition, % at 4.4 µM; Neuropeptides B/W receptor type 1 (Homo sapiens), P48145; AID 1861, 2009; in the data active means inhibition above about 16%, passing the limit was not always enough;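 further: cells stimulated with the agonist NPW; 0% = agonist with vehicle and 100% = vehicle without agonist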
Target sequence (P48145 whole entry, looked up): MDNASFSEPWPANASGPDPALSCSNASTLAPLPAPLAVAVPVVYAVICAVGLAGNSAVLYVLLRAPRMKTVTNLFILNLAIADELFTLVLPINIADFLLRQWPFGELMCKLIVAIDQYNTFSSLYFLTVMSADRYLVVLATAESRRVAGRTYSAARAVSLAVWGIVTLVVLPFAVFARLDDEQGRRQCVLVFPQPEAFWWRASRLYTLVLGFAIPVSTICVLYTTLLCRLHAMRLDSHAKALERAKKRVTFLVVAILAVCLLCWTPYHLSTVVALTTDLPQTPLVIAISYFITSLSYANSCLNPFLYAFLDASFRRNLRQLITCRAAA
V1aR counter = agonists of human V1a receptor, primary screen, counter-screen for OXTR agonist project, fluorescence, CHO-V1R cells | Vasopressin V1a receptor (Homo sapiens), P37288 | Fluo-8 calcium fluorescence, agonist mode; 0% DMSO, 100% 3 nM vasopressin | activation, % at 3 µM | hit rate 0.25% among 320,000 | AID 2797, 2010;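 active means activation above the mean activation of all tested compounds plus 3 SD, per screening run, cut at about 20% in these data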;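 further: signal is peak over basal fluorescence ratio across a 100 second FLIPR read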
Target sequence (P37288 whole entry, looked up): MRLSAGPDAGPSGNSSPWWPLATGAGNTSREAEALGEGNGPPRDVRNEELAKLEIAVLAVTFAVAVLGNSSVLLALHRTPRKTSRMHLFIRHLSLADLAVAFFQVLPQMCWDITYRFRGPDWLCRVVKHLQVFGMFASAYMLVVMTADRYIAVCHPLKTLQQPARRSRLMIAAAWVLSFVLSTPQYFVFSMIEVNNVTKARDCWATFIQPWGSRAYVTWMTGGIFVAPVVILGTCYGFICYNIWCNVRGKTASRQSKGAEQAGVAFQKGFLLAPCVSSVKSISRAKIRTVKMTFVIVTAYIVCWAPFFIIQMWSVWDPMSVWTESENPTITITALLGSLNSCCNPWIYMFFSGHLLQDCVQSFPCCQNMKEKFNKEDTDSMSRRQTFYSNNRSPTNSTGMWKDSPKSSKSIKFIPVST
OXTR ag = human OXTR agonists, primary screen, fluorescence, CHO-OTR cells, Fluo-8 calcium. Fluo-8 calcium fluorescence; normalized: DMSO 0%, oxytocin 100%. activation, % at 3 µM. hit rate 0.32% among 320,000;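 active means activation above the mean of all tested compounds plus 3 SD, cutoff set per screening run, cut at about 20% in these data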;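 further: peak over basal fluorescence ratio from a 100 s FLIPR kinetic read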
PHOSPHO1 inh = PubChem AID 1565; Phosphoethanolamine/phosphocholine phosphatase (Homo sapiens), Q8TCT1; hit rate 1.1% among 290,000; recombinant PHOSPHO1, absorbance phosphatase assay; inhibition, % at 13.3 µM; in the data active means inhibition above about 60%
Target sequence (Q8TCT1 whole entry, looked up): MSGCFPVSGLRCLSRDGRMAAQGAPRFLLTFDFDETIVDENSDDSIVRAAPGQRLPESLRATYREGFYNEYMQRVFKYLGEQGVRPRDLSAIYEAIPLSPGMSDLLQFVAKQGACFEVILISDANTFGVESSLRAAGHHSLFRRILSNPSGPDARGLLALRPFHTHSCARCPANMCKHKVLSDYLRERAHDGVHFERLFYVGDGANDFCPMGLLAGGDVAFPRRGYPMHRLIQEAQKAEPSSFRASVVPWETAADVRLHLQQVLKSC
* hit, by the source's call; / = not tested or not shown.

1. CC1=CC2=NC(=O)/C(=C\c3cn(C)c4ccccc34)C(=N)N2O1
2. Cc1ccn2cc(-c3cccc(S(=O)(=O)N4CCCC4)c3)nc2c1
3. Cc1ccc(NC(=O)CSCc2n[nH]c(=O)[nH]2)c(Br)c1
4. O=C(Oc1coc(CSc2ncccn2)cc1=O)c1ccccc1[N+](=O)[O-]
5. COC(=O)CSc1nc(N)c2c3c(sc2n1)CCCC3
6. O=c1c(-c2ccccc2)[n+]([O-])c2ccccc2n1O
7. CCN(CC)C(=O)Oc1ccc(Br)cc1C(=O)Nc1ccc(F)cc1F
8. CN(C)S(=O)(=O)c1ccc(NC(=O)CN2CCc3ccccc32)cc1
compound no.	1	2	3	4	5	6	7	8
NS3 helicase inh	-3	0	15	4	-5	5	-3	-4
GalR3 antagonist	0	-5	-3	-3	-8	-4	-5	-4
DNA FID counter	-14	-22	2	14	-12	2	-20	-3
VIM-2 inhibitor	0.2	-0.5	-4.5	-0.7	3.6	-5.0	-0.6	-0.2
IMP-1 inhibitor	4.1	-3.1	-2.3	-3.4	2.0	-4.5	-0.8	-1.7
GPR7 antag	14	-7	-4	-6	12	-5	-21	6
V1aR counter	-1.4	1.1	2.5	1.1	-0.1	-0.5	-1.6	1.7
OXTR ag	-2.5	0.4	0.3	0.6	-0.8	0.6	-4.5	2.8
PHOSPHO1 inh	-19	24	32	19	9	20	30	6

9. C/C=C/c1ccc(OCC(O)CN(C)Cc2ccc(SC)cc2)c(OC)c1 (stereo not given)
10. COc1ccc(NC2CCCN(C(=O)CSc3ccccn3)C2)cc1OC (stereo not given)
11. CCCOc1ccc(C(=O)CCNc2cccc(Cl)c2)cc1
12. C/C(=N\NC(=O)c1ccc(NS(=O)(=O)c2cccs2)cc1)c1ccccc1
13. Cc1cc(=O)n2[nH]cnc2n1
14. OC(CN(c1ccccc1)c1ccccc1)Cn1cnc2ccccc21 (stereo not given)
15. COc1cc(OC)cc(-n2nnnc2SCC(=O)N2CCCc3ccccc32)c1
16. NC(=O)C(C(=O)/C=C/c1ccc(Cl)cc1)=C1SCCS1
compound no.	9	10	11	12	13	14	15	16
NS3 helicase inh	-82	2	27	-4	-18	-14	0	-2
GalR3 antagonist	-10	-2	-5	-4	2	-7	-9	0
DNA FID counter	12	-12	-2	-6	1	-17	-1	-2
VIM-2 inhibitor	-3.0	-1.3	-2.3	-2.7	-3.4	-2.5	0.0	-0.4
IMP-1 inhibitor	-0.6	-3.4	-3.9	-1.7	-2.9	-0.7	-1.7	-0.7
GPR7 antag	11	-7	-4	-12	-3	-2	-9	1
V1aR counter	3.0	-0.5	0.4	-0.1	1.7	3.6	0.6	0.2
OXTR ag	6.7	0.0	-1.2	0.8	-0.2	4.0	0.1	1.1
PHOSPHO1 inh	36	38	-12	8	4	-30	11	15

4 entries picked at random from the list so far:
13. Cc1cc(=O)n2[nH]cnc2n1
10. COc1ccc(NC2CCCN(C(=O)CSc3ccccn3)C2)cc1OC (stereo not given)
14. OC(CN(c1ccccc1)c1ccccc1)Cn1cnc2ccccc21 (stereo not given)
11. CCCOc1ccc(C(=O)CCNc2cccc(Cl)c2)cc1
compound no.	13	10	14	11
NS3 helicase inh	-18	2	-14	27
GalR3 antagonist	2	-2	-7	-5
DNA FID counter	1	-12	-17	-2
VIM-2 inhibitor	-3.4	-1.3	-2.5	-2.3
IMP-1 inhibitor	-2.9	-3.4	-0.7	-3.9
GPR7 antag	-3	-7	-2	-4
V1aR counter	1.7	-0.5	3.6	0.4
OXTR ag	-0.2	0.0	4.0	-1.2
PHOSPHO1 inh	4	38	-30	-12

Further structures.
17. O=C(c1ccc(Br)cc1)N1CCC2(CC1)NCCc1[nH]cnc12
18. COC(=O)c1ccccc1NC(=O)CSc1n[nH]c(C)n1
19. Cn1c(=O)n(C)c2cc(/C=N/NC(=O)c3cccc(Br)c3)ccc21
20. O=S(=O)(NCc1cccnc1)c1ccc(Cl)cc1
21. O=C(CNC(=O)OCc1ccccc1)Oc1cc2oc(=O)cc(-c3ccccc3)c2cc1Cl
22. O=C(Nc1cccc(O)c1)c1cc(S(=O)(=O)N2CCCC2)ccc1Cl
23. COc1ccc(/C=C2\SC(N3CCc4ccccc4C3)=NC2=O)cc1
24. COC(=O)C1=C(C)OC(N)=C(C#N)C1c1ccsc1 (stereo not given)
compound no.	17	18	19	20	21	22	23	24
NS3 helicase inh	-7	18	3	0	3	3	-6	2
GalR3 antagonist	5	-5	-5	-4	/	3	-3	-4
DNA FID counter	6	-3	-12	-13	-6	-2	-24	0
VIM-2 inhibitor	-1.6	-3.1	0.2	-0.8	2.4	-0.6	-2.8	0.1
IMP-1 inhibitor	0.1	-3.8	-2.2	-3.4	-0.4	-2.9	-3.2	-2.0
GPR7 antag	-6	-4	-8	-2	-7	1	13	-8
V1aR counter	9.3	0.2	0.1	1.5	4.2	3.8	-0.7	0.4
OXTR ag	0.4	0.7	-1.0	2.1	3.2	0.3	-1.2	-0.6
PHOSPHO1 inh	53	-18	1	29	-14	0	0	-6

25. CN(C)CCN(C(=O)c1ccc(S(=O)(=O)N(C)CC2CCCO2)cc1)c1nc2cc3c(cc2s1)OCO3 (stereo not given)
26. CC(=O)c1cc(CN2C(=O)CCC2=O)cs1
27. O=C(Cc1cccs1)NCc1cn2ccccc2n1
28. COc1cc(CNC(=O)CCCC(=O)c2ccccc2)cc(OC)c1OC
29. O=C(C1CC1)N1CCN=C1SCc1ccccc1
30. COC(=O)CC1C(=O)NCCN1C(=O)OC(C)(C)C (stereo not given)
31. N#C/C(=C/c1ccccc1)C(=O)NCc1ccccc1
32. CCOC(=O)c1nnn(-c2nonc2N)c1COc1c(C=O)cccc1OC
compound no.	25	26	27	28	29	30	31	32
NS3 helicase inh	9	-5	-4	4	5	-6	7	2
GalR3 antagonist	-3	0	/	-7	1	-1	-1	-4
DNA FID counter	16	-2	1	-15	1	-12	0	2
VIM-2 inhibitor	-1.9	-4.6	-2.2	-0.2	-1.5	0.6	-2.8	-1.7
IMP-1 inhibitor	-1.9	-2.4	-4.8	-2.4	-3.5	0.6	-1.1	-4.8
GPR7 antag	-6	-6	-10	-7	-3	-4	-12	11
V1aR counter	0.7	0.8	0.4	-0.9	0.1	0.2	-1.3	-0.2
OXTR ag	-0.1	0.2	0.9	-0.5	0.4	0.4	-1.8	0.4
PHOSPHO1 inh	28	-1	-7	20	22	15	64*	6

33. O=C(Nc1ccc(F)cc1)c1cc(-c2ccncc2)nc2c(Cl)cccc12
34. Cc1cccc(OC(C)C(=O)Nc2nccs2)c1 (stereo not given)
35. COc1ccccc1CCc1nnc(CCC(=O)NCCOc2cccnc2)o1
36. CCCCCC(=O)OC(CN1CCCCCC1)CN1CCCC1=O (stereo not given)
37. O=C(Cn1nnc(-c2ccccc2)n1)NNC(=O)c1ccco1
38. Fc1ccc(-c2cc3nc4c(c(N5CCOCC5)n3n2)CCCC4)cc1
39. COc1ccc(S(=O)(=O)NC(C)C(=O)Nc2ccc3c(c2)OCCO3)cc1OC (stereo not given)
40. O=C(c1ccccn1)N1CC=C(c2ccccc2)CC1
compound no.	33	34	35	36	37	38	39	40
NS3 helicase inh	7	-1	7	14	4	-14	0	3
GalR3 antagonist	3	-6	-7	-2	-2	-3	-9	-7
DNA FID counter	-9	-5	-13	-3	3	-6	-4	-3
VIM-2 inhibitor	-1.1	1.8	-2.6	0.1	-2.9	-3.5	0.1	-1.9
IMP-1 inhibitor	-3.0	-0.4	-1.8	-0.7	-1.6	-0.5	-3.6	-3.1
GPR7 antag	-27	16	-11	-2	2	3	-4	12
V1aR counter	-0.3	-0.9	0.2	0.8	-0.4	-0.7	1.8	/
OXTR ag	-0.6	-0.4	-1.5	-0.7	1.4	-2.3	0.1	/
PHOSPHO1 inh	33	3	36	0	17	-7	19	-10

41. CCN(CC)CCCNC(=O)CCc1ccccc1
42. O=C(CCNS(=O)(=O)c1ccc(Cl)cc1)OCC(=O)c1ccc[nH]1
43. COC(=O)CSc1nnc(CNC(=O)Cc2ccccc2)n1C
44. Cc1ccc(NC(=S)N(CCCN2CCC(C)CC2)Cc2ccco2)cc1
45. COC(=O)c1[nH]c2cccc(Cl)c2c1NC(=O)CN1CCCCC1C (stereo not given)
46. Cc1ccc(S(=O)(=O)N2CCCCC2)cc1C(=O)Nc1ccc2cn[nH]c2c1
47. COc1ccccc1NC(=O)CSc1nnc(C)n1CCc1ccccc1
48. COc1ccccc1NC(=O)/C=C/C(N)=O
compound no.	41	42	43	44	45	46	47	48
NS3 helicase inh	7	-16	-5	10	3	-4	-10	-4
GalR3 antagonist	-2	7	3	1	-3	-9	-2	-6
DNA FID counter	1	-20	0	12	-5	-15	-20	-3
VIM-2 inhibitor	-2.8	-2.6	-1.7	0.8	-1.5	-0.3	-1.8	-1.3
IMP-1 inhibitor	-3.1	-2.1	-4.5	-1.3	-2.7	-3.1	-1.0	-2.9
GPR7 antag	-2	-1	-13	27*	-3	-12	-7	0
V1aR counter	-0.9	6.1	0.3	0.3	1.3	1.3	-0.5	0.7
OXTR ag	-0.5	8.1	0.3	-0.1	1.0	0.3	-0.1	0.5
PHOSPHO1 inh	15	20	8	13	47	14	16	12

49. Cc1ccc2c(c1)nnn2C1CCN(C(=O)NC23CC4CC(CC(C4)C2)C3)CC1
50. Cc1ccc(CNC(=O)CCS(=O)(=O)c2cc3c(cc2Cl)NC(=O)CO3)cc1
51. CN(C)CCNC(=O)c1ccccc1-c1cc2ccccc2c(=O)o1
52. CCC(C)(C)NC(=O)CN(Cc1ccc2c(c1)OCO2)C(=O)CCC(=O)Nc1cc(C)ccn1
53. O=C(Nc1ccccc1F)N(CCCN1CCOCC1)Cc1cc2cc3c(cc2[nH]c1=O)OCCO3
54. Cc1c(NC(=O)OCCNC(=O)COc2c(Cl)cccc2Cl)sc(=S)n1C
55. CNC(=O)CSc1nnc(-c2ccccn2)n1Cc1ccco1
compound no.	49	50	51	52	53	54	55
NS3 helicase inh	3	2	16	-2	-12	5	-5
GalR3 antagonist	/	-6	-1	-9	-3	-5	2
DNA FID counter	3	-12	-5	-35	2	-6	-6
VIM-2 inhibitor	-2.6	-2.1	-0.1	-2.1	1.9	-3.4	0.3
IMP-1 inhibitor	-5.2	-2.5	-1.0	-2.6	-0.8	0.7	-0.3
GPR7 antag	-9	-14	-3	2	8	-2	-16
V1aR counter	/	0.0	/	2.5	-0.5	-0.6	0.5
OXTR ag	/	0.1	/	0.9	-0.1	-0.7	0.0
PHOSPHO1 inh	17	58	5	42	-3	54	-1

Screens (PubChem BioAssay)
